# GSH bead fluor: GSH bead compound fluorescence profile | GSH beads flow cytometry, compound fluorescence 488/530 nm; stronger effect = higher value | fluorescence (KMESF) at 10 µM | 190,000 tested, 0.25% active; in the data active = fluorescence above about 89;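 also: glutathione beads carrying GST-tagged Bcl family fusion proteins plus one bare bead set; values are compound well signal with DMSO vehicle wells as background; inactives centre near 16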
# HRas wt GTP bind: changes GTP binding to wildtype human HRas; GTP binding activity, % at 10 µM; GST-Ras wt beads, Bodipy-FL-GTP binding, flow cytometry; actives lie on both sides; P01112; 190,000 tested, 0.14% active; AID 759;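 active = GTP binding activity at least 20% away from the 100% baseline, either lowered as inhibitor or raised as activator; inconclusive = flagged as likely green fluorescent, judged across all proteins in the well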;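 also: 0% = unlabeled GTP competition control and 100% = no-compound control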
# Target sequence (P01112 whole entry, looked up): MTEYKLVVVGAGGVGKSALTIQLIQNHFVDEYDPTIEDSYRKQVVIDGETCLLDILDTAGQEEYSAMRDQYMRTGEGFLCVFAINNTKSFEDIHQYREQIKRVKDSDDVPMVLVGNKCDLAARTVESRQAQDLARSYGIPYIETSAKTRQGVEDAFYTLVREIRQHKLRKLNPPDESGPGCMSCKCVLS
# Pf gamet viab: P. falciparum stage V gametocyte viability inhibition; P. falciparum stage V gametocytes, ATP luminescence, 24 h; inhibition, % at 10.9 µM; 150,000 tested, 0.065% active; AID 743093;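 active = inhibition above the mean plus 3 SD of compounds within the control limits, set per campaign, cut at about 38% in these data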;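 also: 0% = DMSO wells and 100% = medium only without gametocytes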
# Mcl1-Noxa inh: Mcl-1/Noxa interaction inhibition; Q07820; TR-FRET Mcl-1/Noxa peptide binding, 2 h; inhibition, % at 21.7 µM; 220,000 tested, 1.5% active; AID 1022;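 active = compounds that cut the protein-peptide binding signal by more than 50% relative to plate controls in a single-dose test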;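 also: His-tagged Mcl-1 with rhodamine Noxa BH3 peptide and terbium anti-His antibody; 0% = Mcl-1 plus Noxa peptide wells and 100% = peptide-only wells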
# Target sequence (Q07820 whole entry, looked up): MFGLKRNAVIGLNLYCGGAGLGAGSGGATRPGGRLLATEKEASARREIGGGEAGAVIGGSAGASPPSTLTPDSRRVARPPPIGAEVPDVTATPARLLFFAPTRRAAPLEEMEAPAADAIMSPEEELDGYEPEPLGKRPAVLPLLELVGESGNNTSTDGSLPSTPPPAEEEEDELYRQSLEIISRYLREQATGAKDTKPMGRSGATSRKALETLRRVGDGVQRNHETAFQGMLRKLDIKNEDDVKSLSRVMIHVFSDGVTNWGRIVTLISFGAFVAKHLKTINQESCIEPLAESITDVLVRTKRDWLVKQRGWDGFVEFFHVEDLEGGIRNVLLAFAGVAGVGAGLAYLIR
# Rab7 wt GTP bind: modulators of GTP binding to dog Rab7 wildtype GTPase; GST-Rab7 beads, fluorescent GTP binding, flow cytometry; actives lie on both sides; untreated = 100%, excess cold GTP = 0%; GTP binding activity (percent of control), % at 10 µM; 190,000 tested, 0.055% active; AID 758;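 active = fluorescent GTP binding to Rab7 beads changed by at least 20 points from the 100% baseline, either direction, mostly lower; inconclusive = compound itself probably fluorescent, or too few beads counted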;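 also: median green fluorescence of bound Bodipy-FL-GTP per Rab7 bead population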
# Rac1 act GTP bind: alters GTP binding to activated mutant human Rac1; P63000; GST-Rac1 activated beads, fluorescent GTP binding, flow cytometry; actives lie on both sides; 100% means binding = to untreated wells; percent activity (GTP binding), % at 10 µM; 190,000 tested, 0.11% active; AID 764;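 active = GTP binding at least 20 percentage points away from the 100% baseline, in either direction, so actives lie on both sides; inconclusive = Compound likely fluorescent itself, or too few beads counted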
# Cdc42 wt GTP: changes GTP binding to wildtype human Cdc42 | percent activity (GTP binding), % at 10 µM | GST-Cdc42 beads, Bodipy-GTP binding, flow cytometry; actives lie on both sides | 190,000 tested, 0.2% active | P60953;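 active = percent activity GTP binding at least 20 points away from the 100% baseline, either down as inhibitor or up as activator; inconclusive = compound flagged as likely green fluorescent from well-wide comparison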;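 also: median bead fluorescence of bound Bodipy-FL-GTP at 100 nM; 0% = excess unlabeled GTP control and 100% = no compound control; below 100% means less GTP binding so inhibitor and above means activator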
# Target sequence (P60953 whole entry, looked up): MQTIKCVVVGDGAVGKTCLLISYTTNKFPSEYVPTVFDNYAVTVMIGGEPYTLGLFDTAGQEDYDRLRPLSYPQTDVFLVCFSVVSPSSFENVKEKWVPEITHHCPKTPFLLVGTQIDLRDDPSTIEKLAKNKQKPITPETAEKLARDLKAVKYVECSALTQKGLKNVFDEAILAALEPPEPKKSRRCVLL
# Avidin bead fluor: compound fluoresces at 488/530 nm on avidin beads. fluorescence (KMESF) at 10 µM. AID 1775. compound fluorescence 488/530 nm, flow cytometry; stronger effect = higher value. 220,000 tested, 0.38% active; in the data active = fluorescence above about 47; also: inactives centre near 10
# Mcl1 Bid PPI: disrupts binding of human Mcl-1 to Bid peptide | Q07820 | TR-FRET Mcl-1/Bid-Dy647 peptide binding, 1536-well | 220,000 tested, 0.97% active | AID 1021 | inhibition, % at 21.7 µM;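 active = compounds that cut the binding signal by more than half at the single screening dose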;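 also: His-tagged Mcl-1 with europium anti-His antibody binding Bid BH3 peptide; 0% = Mcl-1 plus peptide wells and 100% = peptide-only wells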
# Rab2 wt GTP: changes GTP binding to wildtype dog Rab2A, up or down | P61105 | GST-Rab2 wt beads, Bodipy-GTP binding, flow cytometry | GTP binding activity, % at 10 µM | 190,000 tested, 0.19% active;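 active = GTP binding activity at least 20 points away from 100%, either lowered or raised; inconclusive = signal likely due to the compound's own green fluorescence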;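 also: 0% = beads with excess unlabeled GTP and 100% = no-compound control corrected for plate trend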
# Rac1 wt modul: human Rac1 wildtype GTP binding, inhibitors and activators | GST-Rac1 beads, fluorescent GTP binding, flow cytometry; actives lie on both sides; 0 = cold GTP competed, 100 = untreated | GTP binding activity (% of control), % at 10 µM | 190,000 tested, 0.27% active | AID 757;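 active = GTP binding activity at least 20 points away from the 100% control level, either lower or higher; inconclusive = compound flagged as likely green fluorescent, judged across all proteins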
# * marks the source's active call; other numbers are inactive results; ? = inconclusive; nt = no result given; & = joins results of further samples.
SMILES,GSH bead fluor,HRas wt GTP bind,Pf gamet viab,Mcl1-Noxa inh,Rab7 wt GTP bind,Rac1 act GTP bind,Cdc42 wt GTP,Avidin bead fluor,Mcl1 Bid PPI,Rab2 wt GTP,Rac1 wt modul
COc1ccc(C(NC(=O)c2cccnc2)c2cc(Cl)c3cccnc3c2O)cc1OC (stereo not given),14,99,nt,-78,101,97,97,16,-104,101,100
Cc1cc(C)cc(OCC(O)CN2CCN(Cc3ccc4c(c3)OCO4)CC2)c1 (stereo not given),8,96,-2,16,102,94,91,18,24,95,91
COc1cc([N+](=O)[O-])ccc1NC(=O)CSc1n[nH]c(C(C)C)n1,26,96,16,12,98,94,99,9,-7,96,95
COc1ccc(C(=O)Nc2oc(-c3ccccc3)c(-c3ccccc3)c2C#N)cc1,14,96,nt,2,99,92,93,40,-20,96,93
CCN(C(=O)COC(=O)c1cc(-c2ccc(C)o2)nc2ccccc12)C1CCS(=O)(=O)C1 (stereo not given),19,95,-8,68*,94,98,96,6,21,95,97
COc1cccc2c1nc(C)c1cc(C)oc12,13,99,nt,-43,102,95,98,13,99*,100,97
O=C(O)c1ccccc1C(=O)N1CCN(c2ccccc2)CC1,25,?,4,15,?,?,?,5,-59,?,?
CC(C)N(Cc1nc(-c2ccccc2)no1)C(=O)c1ccc(Cl)cc1,21,98,nt,-2,98,100,100,8,17,99,104
O=C(Nc1ccccc1)Nc1ccc(Cl)c(S(=O)(=O)N2CCOCC2)c1,12,97,-4,15,98,94,98,10,-19,94,98
COC(=O)CSCC(=O)Nc1cc2c(cc1C(C)=O)OCO2,32,102,nt,16,108,99,101,13,-9,102,109
Cc1cc(C)nc(SCc2csc(N)n2)n1,20,103,-40,1,101,101,104,33,-20,102,108
N#C/C(=C/c1cn(-c2ccccc2)nc1-c1cccc(S(=O)(=O)N2CCOCC2)c1)C(=O)NCc1ccco1,9,101,0,-9,101,100,100,5,-30,101,105
O=C(CCCCCN1C(=O)c2ccccc2C1=O)Nc1ccc(F)cc1,15,99,nt,-1,97,99,100,7,13,97,100
COc1cccc(CC(NC(C)=O)C(=O)NC2CCN(c3c4c(nc5ncnn35)CCC4)CC2)c1OC (stereo not given),15,101,nt,12,108,96,98,15,4,100,99
Cc1ccccc1CSc1nc2n(n1)C(c1cccs1)C1=C(CCCC1=O)N2 (stereo not given),16,103,-22,-5,101,101,106,6,-33,103,105
COc1cc(C2/C(=C(/O)c3ccc(F)cc3)C(=O)C(=O)N2CCCC(=O)O)ccc1O (stereo not given),15,99,nt,-2,99,97,98,9,-24,100,99
CCC(=O)Nc1cccc(-c2nc3ccccc3o2)c1,29,102,nt,12,103,100,104,8,-8,102,105
O=C(c1ccc([N+](=O)[O-])cc1)N(c1ccccn1)c1ccccn1,14,97,nt,11,98,95,98,11,20,95,97
CCS(=O)(=O)C1=NN2C(=N)/C(=C\c3ccc(SCc4ccco4)o3)C(=O)N=C2S1,13,93,-4,80*,93,90,88,11,12,89,91
COCc1nnc(NC(=O)CC(C)C)s1,13,103,nt,-9,99,100,102,5,-5,100,110
NC(=O)C(CC(=O)O)NC(=O)[C@@H]1CCOc2c(I)cc([N+](=O)[O-])cc2C(=O)N[C@@H](CO)C(=O)N[C@@H](Cc2ccc(O)cc2)C(=O)N1 (stereo not given in full),19,98,nt,26,95,97,99,10,4,97,101
O=C(NCc1ccccc1)C(c1ccco1)N(C(=O)c1cnccn1)c1ccc(F)cc1 (stereo not given),15,104,-19,5,101,101,104,11,0,103,101
O=C(Cc1ccccc1)NC(=S)Nc1ccc2oc(-c3ccccc3F)nc2c1,13,98,3,0,100,93,97,39,2,98,92
Cc1ccc(S(=O)(=O)Cn2nnnc2C(C)N2CCN(C(=O)c3ccco3)CC2)cc1 (stereo not given),18,99,8,20,98,99,100,4,-24,98,99
CCCCCOC(=O)Nc1nnc(CCCCC)s1,58,98,nt,2,96,98,99,2,11,96,100
Cc1ccc(Cn2nnc3c(=O)[nH]c(C4CCN(C(=O)Cc5cccs5)CC4)nc32)cc1,18,91,nt,5,94,91,91,nt,6,90,89
COC(=O)C(NC(=O)c1ccco1)(Nc1ccc(Br)cn1)C(F)(F)F (stereo not given),41,99,nt,2,101,97,99,9,4,98,100
COc1cccc2[nH]c3c(N4CC(C)CC(C)C4)ncnc3c12 (stereo not given),9,104,nt,10,103,103,105,20,-14,102,107
CC(=O)Oc1c(C)cc(O)c2ccccc12,19,100,nt,17,103,99,105,24,1,101,104
CCOC(=O)c1ccc(NC(=O)C2=C(C)Nc3nc(CCCO)nn3C2c2ccc(OC)cc2)cc1 (stereo not given),44&17,98,nt,5,97&94,96,99,8&23,-42,95,99&103
COc1ccc(C2=NOC(C(=O)Nc3cc(C)on3)C2)cc1 (stereo not given),20,99,nt,1,96,100,104,9,-16,98,106
Cc1nc(C)c(CC(=O)N/N=C/c2ccc(O)cc2)c(=O)[nH]1,7,99,-29,13,100,98,101,11,-30,95,101
COc1ccc(CCNC(=O)Cn2cnc3c(cnn3-c3ccccc3Cl)c2=O)cc1OC,16,100,-27,0,98,100,102,6,-2,100,107
Cc1ccc(NS(=O)(=O)c2ccc(NC(=O)c3cccc(NC(=O)C(C)C)c3)cc2)cc1,16,99,nt,21,96,98,99,6,-6,99,100
c1ccc(-c2cc3c(N4CCCC4)ncnc3s2)cc1,25,94,14,-1,108,98,94,9,-12,98,94
CCN=C1SC(CC(=O)NCCc2ccc(OC)cc2)C(=O)N1CC (stereo not given),11,?,nt,13,?,?,?,12,-5,?,?
Nn1cnc2scc(-c3cccs3)c2c1=O,17,100,-29,-3,104,96,98,10,-19,99,97
CC(C)(O)C(=O)NN(C(=O)c1ccccc1)c1ccc2ccccc2c1,37,101,nt,29,102,100,98,14,-6,102,103
CCn1c(=O)c(C(=O)Nc2ncccc2C)c(O)c2ccccc21,23,98,9,20,100,91,92,5,15,95,95
CCCNC(=O)Cn1nc([N+](=O)[O-])c([N+](=O)[O-])c1C,16,99,nt,9,98,101,97,12,-14,98,102
N/C(CSc1ccc(Cl)cc1)=N\NC(=O)c1ccncc1,17,94,-12,3,98,93,94,8,-5,96,96
O=[N+]([O-])c1cccc(CSc2nnc(Cc3ccccc3)n2-c2ccc(F)cc2)c1,9,101,-19,-3,99,102,100,4,-4,99,102
Nc1cc(=O)[nH]c(SCc2ccc(Cl)cc2)n1,19,101,-2,-9,101,100,103,50*,-17,100,102
CCOC(=O)c1[nH]c2cc3c(cc2c1NC(=O)CN1CCC(C)CC1)OCO3,10,105,nt,-7,103,100,104,37,-34,104,103
Cc1cc(C)nc(SC2CCCCC2O)n1 (stereo not given),40,100,nt,-9,99,91,99,15,-23,97,96
N=c1sccn1CC(=O)Nc1cc(S(=O)(=O)N2CCCC2)ccc1Cl,11,99,2,22,102,97,99,24,-14,98,97
COc1ccc(CNc2nc(SCc3cc(=O)n4cc(Cl)ccc4n3)nc3ccccc23)cc1,11,98,-30,14,97,98,98,6,-17,99,100
O=C(COC(=O)COc1ccccc1)Nc1ccccc1OC(F)F,26,102,nt,-12,100,101,100,15,-1,102,99
Cc1cccc(CCNC(=O)CCc2nnc(CCc3ccccc3)o2)n1,14,93,11,5,89,95,93,9,-12,94,96
CSc1nc(Cc2ccc(Cl)cc2)nc2ccccc12,27,100,-7,-24,99,98,99,7,-24,99,99

# (list continues)
SMILES,GSH bead fluor,HRas wt GTP bind,Pf gamet viab,Mcl1-Noxa inh,Rab7 wt GTP bind,Rac1 act GTP bind,Cdc42 wt GTP,Avidin bead fluor,Mcl1 Bid PPI,Rab2 wt GTP,Rac1 wt modul
Clc1c(CSc2nc3ccccc3o2)nc2sccn12,27,103,10,-6,102,98,102,14,3,100,103
Cc1ccc(OCCNC(=O)/C=C/c2ccc([N+](=O)[O-])cc2)cc1C,30,91,18,18,94,89,88,18,-11,89,90
CC(=O)Nc1sc2c(c1C#N)CCCCC2,26,97,9,-5,100,99,102,30,-15,99,108
Cc1nc(NC(=O)COc2ccccc2)sc1C(=O)Nc1cccc(Cl)c1,21,104,15,-26,102,99,105,12,-30,103,102
COc1ccccc1/C=C/C(=O)OCCCN(C)C,9,99,nt,11,105,94,95,8,-7,99,98
COc1cccc(C(=O)NC(=S)Nc2nnn(C)n2)c1,10,104,13,8,106,103,102,7,-82,102,106
COc1ccc(Cc2cnc(N)s2)cc1,10,98,1,7,103,98,98,10,-19,97,103
COc1cc(/C=N/NC(N)=O)cc(Br)c1OCc1ccc(C)cc1,12,103,nt,-6,101,100,102,9,-18,102,107
COc1ccccc1Nc1nc(C)cs1,78&16,?,-10&14,19&11,?,?,?,11&9,-39&6,?,?
COc1ccc(OCc2nnc(SC(C)C(=O)Nc3nccs3)n2-c2ccccc2)cc1 (stereo not given),29,101,24,12,101,98,101,30,-5,102,102
Cc1ccc(-c2csc3ncnc(Nc4ccc(N5CCOCC5)cc4)c23)cc1,9,98,nt,29,97,97,101,12,-100,96,96
CCCc1nnc(NC(=O)C2CCCO2)s1 (stereo not given),44,104,-37,-23,99,101,104,7,-16,104,103
Cc1ccc(/C=N/N=C2/NC(=O)C(CC(=O)N3CCOCC3)S2)cc1 (stereo not given),23,93,20,5,93,92,92,10,-11,94,98
COc1cc(/C=N/NC(=O)C(N)=O)ccc1OCC(=O)N1C(C)CCCC1C (stereo not given),12,99,13,2,101,96,99,11,-43,97,98
O=C(/C=C/c1ccc(Cl)c([N+](=O)[O-])c1)Nc1cccnc1,23,104,nt,5,101,102,105,28,3,103,109
CC1CN(CCOc2ccccc2[N+](=O)[O-])CC(C)O1 (stereo not given),11,102,5,31,112,95,99,6,1,101,102
N#CC1=C(N)N=C(SCc2cccc3ccccc23)C(C(N)=O)C12CCCCC2 (stereo not given),37,97,-10,11,97,94,94,8,-16,97,96
O=C(CCN1CCOCC1)N1CCc2c([nH]c3ccccc23)C1c1cccc(Cl)c1 (stereo not given),16,99,-12,19,103,96,94,13,-19,96,100
O=C(CSCc1cccc(Br)c1)N=Nc1c(O)[nH]c2ccccc12,21,100,nt,-16,97,100,99,6,-26,103,100
COc1ccc(/C=C/C(=O)C2CC2)cc1Cn1nc(C)c([N+](=O)[O-])c1C,9,98,-5,12,105,94,97,8,-5,97,97
Cc1ccc(Cn2ccc(NC(=O)c3nn(C)cc3[N+](=O)[O-])n2)cc1,8,100,-1,-9,100,99,97,6,-6,98,102
Cn1c(CNC(=O)c2cccs2)nnc1SCC(=O)Nc1ccccc1,10,101,-17,-16,101,100,101,10,-4,100,102

# Screening data from PubChem.

# No enrichment for hits. About 3% of those tested had a hit in this group.
